Assay outcomes from PubChem BioAssay.
LGR2 antag: inhibitors of bursicon-induced Drosophila LGR2 receptor cAMP signaling. hit rate 0.35% among 380,000. HEK293 LGR2, CRE-luciferase, bursicon-stimulated, 4 h. inhibition, % at 9.99 µM;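 active = drop in luminescence signal, shown as inhibition above about 50% in the replicate tests, limit read from the data, passing the limit was not always enough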;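 also: agonist challenge used bursicon conditioned medium at about half maximal strength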
PGC1a acetyl inh: modulators of PGC1a acetylation | AID 651687 | inhibition, % at 15.6 µM | hit rate 0.17% among 350,000 | U2OS PGC1a acetylation, AlphaScreen anti-acetyl-lysine; with virally co-expressed GCN5 acetyltransferase;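 active = every replicate shows inhibition of at least 40%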;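 also: 0% = neutral control wells and 100% = positive control wells; some results beyond the cut were filed as inactive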
PAX8 reporter: lowers PAX8-driven luciferase in RMG-I cells. hit rate 1.2% among 360,000. inhibition, % at 12.6 µM. RMG-I TPO-luciferase reporter, SteadyGlo, 24 h;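 active = mean replicate inhibition at least 60% with every replicate also reaching 60%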;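 also: luciferase light reporting Pax8 driven TPO promoter activity; plate controls were median of neutral control wells for no effect and mitoxantrone controls for full effect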
PglD inh: PglD (C. jejuni) enzyme inhibition. purified PglD enzyme, DTNB colorimetric CoA detection. inhibition, % at 12.5 µM. hit rate 0.098% among 360,000. AID 602405; in the data active = inhibition above about 16%, passing the limit was not always enough; also: strong numbers were not always called active
INS-1E GSIS act: primary screen for activators of insulin secretion dependent on glucose, INS-1E cells, GLuc reporter luminescence | AID 743287 | activation, % at 16.6 µM | hit rate 0.61% among 370,000 | INS-1E GLuc reporter insulin secretion, 2-3 h;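 active = lowest replicate activation of at least 40%, so every replicate reaches that level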;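 also: 0% = median of neutral control wells and 100% = median of IBMX positive control wells; some compounds called inactive have numbers as strong as hits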
ARNT TACC3 PPI: disrupts binding between human ARNT and TACC3; AlphaScreen His-ARNT PAS-B/GST-TACC3 binding, luminescence; TACC3 fragment carries E629A point mutation; inhibition, % at 9.99 µM; hit rate 0.66% among 390,000; AID 623870;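 active = mean inhibition of replicates at least 50% and at least half of replicates each reaching 50%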;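 also: 0% = complete ARNT plus TACC3 wells and 100% = ARNT alone without TACC3; many hits fall short of the cut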
Cneo AK release: Cryptococcus neoformans lysis via adenylate kinase release; C. neoformans lysis, adenylate kinase release luminescence, 4 h; normalised: neutral wells 0, clomiphene wells 100; lysis activity, % at 15 µM; hit rate 0.2% among 360,000; AID 651654;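 active = mean lysis activity across replicates of at least 80%, whatever share of replicates individually reach that level; inactive = mean lysis activity below 80%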
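Material – Cryptococcus neoformans yeast cells · Quantity – 5 × 10^6 yeast cells/mL · Buffer or medium – YPD medium · Compound – single dose · Timing – 4 h static compound exposure, 37 °C, read 1 h post-reagent · Signal – adenylate kinase release luminescence · Read-out basis – lysis from increased AK signal · Benchmarks – Clomiphene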
Statin myotox sup: protects C2C12 myotubes from simvastatin toxicity; ATP luminescence, 48 h; scaled: DMSO 0, geranylgeraniol control 100; rescue of ATP level, % at 7.49 µM; hit rate 0.78% among 330,000; AID 602340;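 active = mean ATP rescue above about 67%, or every replicate alone reaching that limit, limit read from the data, passing the limit was not always enough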;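 also: myotubes were challenged with 10 µM simvastatin during compound exposure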
Numbers without * were called inactive; · = not tested or not shown; & = joins results of further samples.

SMILES	LGR2 antag	PGC1a acetyl inh	PAX8 reporter	PglD inh	INS-1E GSIS act	ARNT TACC3 PPI	Cneo AK release	Statin myotox sup
O=C(COC(=O)/C=C/c1ccccc1[N+](=O)[O-])NC1CC1	8.6	-2.3	23.4	-4.8	-0.9	4.8	0.3	6.2
COc1cc([N+](=O)[O-])ccc1NC(=O)Nc1ccc(C(=O)N2CCCC2)cc1	-3.1	4.9	24.7	-0.1	9.6	-1.2	-1.5	-6.8
Cc1ccc(CNC(=O)c2cc(COc3c(F)cccc3F)on2)s1	15.8	4.8	11.7	-1.9	-19.2	-7.7	-1.7	-13.7
C[C@H](CO)N1C[C@H](C)[C@@H](CN(C)C(=O)Nc2ccc3c(c2)OCO3)Oc2ccc(NC(=O)c3ccncc3)cc2CC1=O	-8.0	9.3	·	0.4	0.1	1.2	-0.7	-10.9
C[C@H](CO)N1C[C@H](C)[C@H](CN(C)C(=O)CN(C)C)Oc2cc(-c3ccccc3)ccc2S1(=O)=O	-0.9	-7.4	-11.9	2.7	6.0	1.2	-14.6	2.2
COc1ccc(NC(=O)Nc2ccc3c(c2)C(=O)N([C@H](C)CO)C[C@H](C)[C@@H](CN(C)Cc2ccc(C(=O)O)cc2)OCCCC[C@H](C)O3)cc1	-17.4	9.9	-12.3	0.4	8.0	6.6	-0.4	·
O=C(COC(=O)CCC(=O)c1ccc(F)cc1)NCc1ccc(Cl)cc1	10.4	7.8	13.5	·	·	·	·	4.8
Brc1ccc(-c2nnc3sc(CNC4CCCC4)cn23)cc1	2.0	-14.9	10.6	0.3	·	-2.2	1.3	1.7
O=C(NCc1ccccc1)c1ccc(N2CCC3(CC2)CC(c2ccc(Cl)cc2)=NO3)c([N+](=O)[O-])c1	0.4	-0.3	1.2	-7.5	8.4	-1.6	-0.6	6.4
CO[C@H]1CN(C)C(=O)c2cc(NS(=O)(=O)c3ccccc3)ccc2OC[C@@H](C)N(Cc2nccs2)C[C@@H]1C	-4.1	-11.5	10.7	-3.8	-3.0	4.7	-3.5	3.6
C[C@@H]1CN([C@@H](C)CO)C(=O)CCCn2nncc2CO[C@@H]1CN(C)C(=O)Nc1ccc(-c2cccs2)cc1	-13.8	2.9	33.6&16.8	-2.3&0.0	-10.6&11.0	-7.1	-1.0&-1.0	5.1&9.6
O=C(CSc1nc2ccccc2[nH]1)N1CCN(C(=O)c2ccco2)CC1	-35.8	·	3.5	·	-9.1	-7.2	·	·

Random excerpt: three records from the list, in no set order.
SMILES	LGR2 antag	PGC1a acetyl inh	PAX8 reporter	PglD inh	INS-1E GSIS act	ARNT TACC3 PPI	Cneo AK release	Statin myotox sup
C[C@@H]1CN([C@@H](C)CO)C(=O)CCCn2nncc2CO[C@@H]1CN(C)C(=O)Nc1ccc(-c2cccs2)cc1	-13.8	2.9	33.6&16.8	-2.3&0.0	-10.6&11.0	-7.1	-1.0&-1.0	5.1&9.6
Cc1ccc(CNC(=O)c2cc(COc3c(F)cccc3F)on2)s1	15.8	4.8	11.7	-1.9	-19.2	-7.7	-1.7	-13.7
Brc1ccc(-c2nnc3sc(CNC4CCCC4)cn23)cc1	2.0	-14.9	10.6	0.3	·	-2.2	1.3	1.7

(next part)
SMILES	LGR2 antag	PGC1a acetyl inh	PAX8 reporter	PglD inh	INS-1E GSIS act	ARNT TACC3 PPI	Cneo AK release	Statin myotox sup
CCOC(=O)Cn1c(=O)oc2cc(S(=O)(=O)NCc3cccs3)ccc21	2.2	-12.8	24.8	8.4	-1.3	-37.3	1.0	0.1
CC(=O)Nc1ccc(CN2C(=O)C(C)(C)ON=C2c2ccc(C(F)(F)F)cc2)cc1	6.9	·	0.8	0.2	1.3	·	-1.0	-4.8
COc1ccccc1S(=O)(=O)N[C@@H]1CC[C@H](CCNC(=O)C2CC2)O[C@H]1CO	-0.4	-1.0	7.2	1.6	6.8	1.5	-2.4	0.7
C[C@@H]1CN([C@@H](C)CO)C(=O)c2cccc(NS(=O)(=O)c3ccc(Cl)cc3)c2O[C@H]1CN(C)C(=O)Nc1ccc(C(F)(F)F)cc1	4.7	-9.6	·	3.0	6.1	1.2	-2.0	-22.1
O=C(Nc1ccccc1F)N1CCCCN2[C@H](CO)[C@@H](c3ccc(C#Cc4ccccc4)cc3)[C@H]2C1	25.3	-41.9	66.1*	7.3	-11.5	4.0	-3.4	·
COc1ccc(/C=C/C(=O)Nc2ccccc2)cc1OC	-55.9	-6.2	-148.1	·	16.9	-4.4	·	·
COc1ccccc1N1CCN(C(=O)c2cn(-c3ccccc3)nc2-c2cccnc2)CC1	-13.6	2.6	·	0.4	-1.4	12.0	-2.8	8.7
C[C@H](CO)N1C[C@H](C)[C@@H](CN(C)Cc2ccc(-c3ccccc3)cc2)Oc2ccc(N(C)C)cc2C1=O	-2.3	-4.1	-4.6	-1.4	-9.7	10.7	1.1	-43.9
COc1ccc2c(c1)CCCN2C(N)=Nc1ccc(Cl)cc1	0.4	·	5.5	-0.3	-1.4	-6.7	-1.1	-23.2
Cc1ccc(NC(=O)C(=O)c2c[nH]c3ccccc23)cc1	-79.5	·	-189.9	1.0	1.4	-1.1	-8.1	-23.8
COc1ccc(S(=O)(=O)N2CCCCC2)cc1NC(=O)[C@@H]1CCCN1C(=O)c1cccs1	2.7	5.6	8.6	-4.4	5.0	22.9	0.0	5.6
CC(C)(C)c1ccc(C(=O)NCC(=O)N2CCC3(CC2)NCCc2[nH]cnc23)cc1	-6.7	7.5	-11.8	3.7	0.8	-3.3	-1.6	-1.9
Cc1ccc(S(=O)(=O)N(C)c2ccc(C(=O)Nc3cccc(C)n3)cc2)cc1	-9.4	·	-4.7	-2.2	-15.3	9.6	-1.5	0.0
COc1ccc(S(=O)(=O)NCC(c2ccc(C)cc2)N2CCN(C)CC2)cc1OC (configuration not stated)	7.2	1.8	-20.4	-7.5	40.2	1.5	-3.6	-10.7
COc1ccc(CCN2C(=O)CCC2(C)C(=O)NCc2cccnc2)cc1OC (configuration not stated)	18.2	20.8	·	-1.5	7.4	-5.8	0.8	21.8
CCCN1[C@@H]2Cn3c(ccc(/C=C/c4ccccc4)c3=O)[C@H]1[C@@H](C(=O)NCC)[C@@H]2CO	-12.1	·	·	4.7	-6.2	-10.9	-0.3	18.1
CCOC(=O)n1c(=O)n(C)c2ccc(Cl)cc21	9.7	4.7	-3.0	·	-14.9	11.0	·	·
Cc1ncoc1C(=O)Nc1ncc([N+](=O)[O-])s1	-17.1	7.6	-68.7	·	5.9	5.7	·	·
CC(C)c1ccc(/C=N/NC(=O)CN(c2cccc(Cl)c2Cl)S(C)(=O)=O)cc1	·	13.3	·	-0.2	·	3.2	1.5	-8.7
O=C(O/N=C1/CCCc2occc21)c1ccc(F)cc1	-21.3	·	11.4	·	24.5	-10.7	·	·
Cc1cccc(S(=O)(=O)N2C[C@@H](O)COC[C@@H]3O[C@H](CC(=O)Nc4ccc(-c5ccccc5)cc4)CC[C@H]32)c1	4.9	12.6	29.0	8.7	-19.3	3.1	46.3	-231.2
O=C(/C=C/c1cccs1)c1cc(F)ccc1OC(=O)N1CCOCC1	12.9	-7.1	20.2	-3.8	9.3	·	-0.7	·
C[C@H]1CN([C@@H](C)CO)C(=O)Cc2cc(NC(=O)Nc3ccc4c(c3)OCO4)ccc2O[C@H]1CN(C)Cc1ccc(Cl)c(Cl)c1	4.4	-16.3	6.1	-0.1	-15.5	·	-1.4	-37.4
CCc1ccc2[nH]c(=O)c(CN(CCN(CC)CC)C(=O)NC3CCCCC3)cc2c1	·	-5.4	·	0.7	·	0.2	2.1	-12.5
O=C(Nc1ccccc1)c1ccccc1OCc1ccc(S(=O)(=O)N2CCOCC2)cc1	4.3	5.1	1.6	·	-4.3	6.0	·	·
CC(C)(SC(=S)N1CCCCCC1)C(=O)O	3.0	6.7	5.3	·	5.7	-2.4	·	·
COc1ccccc1-c1cn(C(C)(C)C)nc1C	3.7	·	-6.5	·	8.0	1.5	·	·
CCC(C)(C)C1CCC2(CC1)NC(=O)N(CC(=O)N1CCN(C(=O)c3ccco3)CC1)C2=O (configuration not stated)	7.3	·	-6.9	0.6	-0.7	-13.6	-0.6	5.8
COc1ccc(CN(C)C[C@@H]2Oc3ccc(NC(=O)Nc4cccc5ccccc45)cc3C(=O)N([C@@H](C)CO)C[C@H]2C)cc1	13.5	-6.2	5.6	-3.5	-6.2	7.8	4.8	3.3
Cc1noc(C)c1NC(=O)N(C)C[C@@H]1OCCCC[C@@H](C)Oc2ccc(NC(=O)c3ccncc3)cc2C(=O)N([C@H](C)CO)C[C@@H]1C	-8.9	7.8	13.7	-1.9	7.5	-11.3	-1.3	-40.4
COCC(=O)Nc1ccc2c(c1)C(=O)N(C)C[C@@H](OC)[C@H](C)CN(C(=O)COC)[C@H](C)CO2	1.9	·	4.8	11.3	7.9	-8.0	-3.5	3.9
NNC(=O)c1oc2nc(-c3ccccc3)cc(-c3ccccc3)c2c1N	15.8	·	31.3	12.0	17.1	·	0.2	37.3
C[C@@H]1CN([C@@H](C)CO)C(=O)c2cc(C#Cc3cccc(F)c3)cnc2O[C@@H]1CN(C)CC1CCCC1	8.6	-21.9	·	13.5	11.7	5.1	-0.1	·
O=C(NC1CCCCC1)N[C@H]1CC[C@@H](CCNS(=O)(=O)c2ccc(F)cc2)O[C@H]1CO	6.8	-15.9	4.6	-0.9	6.3	24.7	0.4	6.2
Fc1ccc(C(c2nnnn2Cc2cccs2)N2CCN(C3CCCCC3)CC2)cc1 (configuration not stated)	·	-3.4	18.5	-4.6	·	1.8	0.1	·
O=C1c2ccccc2C(Nc2ccc(F)c(Cl)c2)N1c1ccccn1 (configuration not stated)	2.7	-16.1	-4.3	5.1	·	-1.8	-0.3	4.6
O=C(Nc1ccc2c(c1)OCCO2)c1cnccn1	7.8	14.7	·	-0.6	1.0	4.7	-2.4	-7.4
C[C@H]1CN([C@@H](C)CO)C(=O)c2cccc(NS(=O)(=O)c3ccccc3)c2O[C@@H]1CN(C)CC1CC1	-12.9	-1.9	-13.0	-8.5	7.3	-10.5	8.3	-17.7
CC1(C)CC(C2N3CC4(C)CN2CC(C)(C3)C4=O)CCO1 (configuration not stated)	·	-8.2	·	0.5	·	-3.1	-0.1	-1.1
Oc1ccc(/C=N/n2c(C3CCCCC3)n[nH]c2=S)c(O)c1	-7.7	-0.4	-19.6	3.5	0.0	-5.9	-1.2	-4.6
C[C@@H]1CCCCO[C@@H](CN(C)S(=O)(=O)c2ccccc2)[C@H](C)CN([C@@H](C)CO)C(=O)c2cc(NS(C)(=O)=O)ccc2O1	2.5	3.2	0.4	-2.7	8.7	-3.5	0.1	40.6
Nc1ncnc(Nc2cccc(Cl)c2Cl)n1	-1.1	·	-3.7	1.5	8.1	·	-0.9	-6.2
FC(F)(F)c1cc(-c2ccco2)nc2ncnn12	7.9	0.0	2.4	1.0	-9.7	11.2	-0.9	·
Cc1ccc(NC(=O)C2CCN(c3nc(C)cc(C)n3)CC2)cc1	9.9	6.2	13.6	0.5	7.2	-7.5	1.3	8.5

Compound profiles, as listed above:
`Cc1ccc(NC(=O)C2CCN(c3nc(C)cc(C)n3)CC2)cc1` in the list: LGR2 antag = 9.9; PGC1a acetyl inh = 6.2; PAX8 reporter = 13.6; PglD inh = 0.5; INS-1E GSIS act = 7.2; ARNT TACC3 PPI = -7.5; Cneo AK release = 1.3; Statin myotox sup = 8.5
`Oc1ccc(/C=N/n2c(C3CCCCC3)n[nH]c2=S)c(O)c1` in the list: LGR2 antag = -7.7; PGC1a acetyl inh = -0.4; PAX8 reporter = -19.6; PglD inh = 3.5; INS-1E GSIS act = 0.0; ARNT TACC3 PPI = -5.9; Cneo AK release = -1.2; Statin myotox sup = -4.6
